XIAP antagonists – XIAP antagonists, biochemical, IAP family, fluorescence polarization (AID 1018); E3 ubiquitin-protein ligase XIAP (Homo sapiens); 200,000 tested, 0.007% active; displacement, % at 20 µM; hits with a dose series show IC50 in µM; XIAP BIR domain, fluorescence polarization peptide displacement; higher % means a stronger effect; in the data active means displacement above about 50%; further: a part of the inactive calls stands beside numbers as strong as those of hits
West Nile antiviral – West Nile virus antiviral activity, cell-based, CPE readout (AID 1621); 290,000 tested, 0.02% active; CPE inhibition, % at 10 µM, or IC50 in µM where a hit was titrated; West Nile virus-infected cells, CPE inhibition; higher % means a stronger effect; in the data active means a potency from the dose series; further: strong numbers were not always called active
Large T inhibition – SV40 large T antigen inhibitors, biochemical (AID 1903) | SV40 large T antigen ATPase/helicase inhibition assay; higher % means a stronger effect | inhibition, % at 20 µM, or IC50 in µM where a hit was titrated | 310,000 tested, 0.39% active; in the data active means a potency from the dose series; further: strong numbers were not always called active
CSM14.1 death rescue – rescue of cells from ER stress-induced death, primary screen, 384-well, CSM14.1, thapsigargin, ATP luminescence (AID 1222) | CSM14.1 thapsigargin-induced death rescue, ATP luminescence; higher % means a stronger effect | cellular ATP content (survival), % at 20 µM; hits with a dose series show EC50 in µM | 190,000 tested, under 10 active;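 active means EC50 below 50 µM in the dose-response confirmation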;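 further: death triggered by thapsigargin at about 15 µM added after 2 h compound pretreatment; cell ATP read after overnight thapsigargin exposure of roughly 18 to 22 hours; normalized against plate controls of thapsigargin alone and 5% DMSO vehicle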
Dengue-2 NS5 capping – Dengue-2 NS5 methyltransferase inhibitors, primary screen, biochemical, confirmation dose response (AID 588689). inhibition, % at 25 µM; hits with a dose series show IC50 in µM. 340,000 tested, 0.3% active. Genome polyprotein (Dengue virus type 2 (strain 16681-PDK53)). Dengue-2 NS5 methyltransferase capping enzyme assay, biochemical; higher % means a stronger effect; in the data active means a potency from the dose series
K1F lysis inhibition – inhibition of K1F phage lysis, E. coli UTI89, bacterial capsule biogenesis inhibitors, alamar blue (AID 488966). 340,000 tested, 0.02% active. one-dose inhibition, % at 100 µM; IC50 in µM for titrated hits. E. coli UTI89 K1F phage lysis, alamar blue, 2 h; higher % means a stronger effect;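 active means phage lysis inhibition, versus mean bacterial control, above a set limit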;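 further: capsule biogenesis inhibitors block K1F phage lysis so surviving cells raise fluorescence; higher fluorescence means more inhibition of phage lysis; actives were called in the ten point dose series up to 300 µM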
RSV antiviral HEp-2 – RSV antiviral activity via CPE protection, HEp-2 cells, primary 10 µM value included (AID 2391) | 310,000 tested, 0.13% active | HEp-2 cells, RSV-induced CPE inhibition; higher % means a stronger effect | one-dose CPE inhibition, % at 10 µM; IC50 in µM for titrated hits; in the data active means a potency from the dose series; further: strong numbers were not always called active
Yfh1-off respiration – enhancers of respiration in Yfh1-depleted yeast, dose response, Friedreich's ataxia, plus single-dose screen (AID 1465). S. cerevisiae Yfh1-off respiration, WST-1 reduction, 72 h; higher fold induction means a stronger effect. 220,000 tested, 0.074% active. one-dose fold induction at 50 µM; EC50 in µM for titrated hits;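 active means fold induction of absorbance versus untreated yeast above a set limit, then at least 30% activation at any dose in follow-up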;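 further: activators that raise dye reduction in frataxin-depleted yeast; strong numbers were not always called active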
WT yeast gro inh – growth inhibition of WT strain, primary screen, mitochondrial fusion inhibitor project, WT and mutant strains, chemical genetic; mitochondrial fusion phenotypic screen; inhibition, % at 10 µM; 190,000 tested, 2.1% active; in the data active means inhibition above about 58%; tested in S. cerevisiae
WT yeast gro inh mutant strain – further read-out of WT yeast gro inh, marked with its call; inhibition, %; mitochondrial fusion phenotypic screen, mutant strain inhibition
Dengue-2 NS5 capping pilot replicate – second read-out of Dengue-2 NS5 capping, no call of its own (marks repeat the call); inhibition, %; measured here: pilot screen replicate inhibition
Numbers without * were called inactive; i = inactive; x = not tested or not shown; [ ] = another dose, or the depositor's remark.

SMILES	XIAP antagonists	West Nile antiviral	Large T inhibition	CSM14.1 death rescue	Dengue-2 NS5 capping	K1F lysis inhibition	RSV antiviral HEp-2	Yfh1-off respiration	WT yeast gro inh	WT yeast gro inh mutant strain	others
NNC(=O)c1sc2nc(N3CCOCC3)c3c(c2c1N)CCCC3	x	0.7%	48%	x	x	x	11%	i	x	x
Cc1cc(=O)n(Cc2ccc(OC(C)C)cc2)c(=S)[nH]1	-2.5%	-0.1%	14%	-1.1%	-3%	0.5%	0.8%	i	-9	-12
CN(Cc1ccccc1)C(=O)c1[nH]cnc1C(=O)NCC(=O)OCc1ccccc1	x	-1.1%	-1%	x	-6%	-0.1%	0.3%	x	x	x
COC(=O)[C@@H]1C[C@H]1[C@@H](NC(=O)c1cc(C)on1)c1ccccc1	x	0.2%	15%	x	0%	-0.6%	0.9%	i	x	x
COc1ccccc1OCc1ccc(C(=O)N2CCN(C)CC2)o1	-0.3%	0.1%	9%	-1.1%	-1%	1.3%[50 µM]	1.1%	i	-10	-11
O=S(=O)(Cc1cc(Sc2ccc(Cl)cc2)nc(-c2ccccc2)n1)c1ccccc1	-5.5%	-0.3%	-2%	1.0%	-3%	1.9%	2.1%	i	3	-22
CN(Cc1ccc(C(C)(C)C)cc1)C(=O)c1ccc2c(=O)n3c(nc2c1)CCC3	x	x	4%	x	-1%	0.5%[50 µM]	4.8%	x	x	x
CC(=O)Oc1ccc(N(C(C)=O)S(=O)(=O)c2cc([N+](=O)[O-])ccc2C)cc1	-11%	-1.8%	10%	-1.6%	-1%	2.0%	1.0%	i	-28	13
CSCCC(NC(=O)c1ccccc1Cl)C(=O)N(C)Cc1cccs1 (stereo unspecified)	x	1.0%	21%	x	-2%	0.0%	2.3%	x	x	x
O=C(CN1C(=O)CSc2ccccc21)NCCC1=CCCCC1	-7.7%	x	-1%	-0.8%	-3%	5.4%	0.8%	x	-4	-1
COCCNC(=O)C1CCCN(S(=O)(=O)c2c(C)noc2/C=C/c2cccs2)C1 (stereo unspecified)	x	0.5%	11%	x	-5%	0.1%	0.2%	i	x	x
Cc1cccc(OCC(=O)O/N=C(\N)c2ccccn2)c1C	-0.8%	-0.6%	-1%	2.3%	-4%	-0.7%	2.4%	i	-1	0
Cc1cc(Br)cc(C)c1OCC(=O)NNC(=O)CCC(=O)NCc1ccccc1	0.5%	0.3%	7%	0.5%	-7%	-0.3%	0.7%	i	-8	1
O=C(COC(=O)CC12CC3CC(CC(C3)C1)C2)Nc1ncc(Cl)cc1Cl	-0.7%	0.4%	19%	-1.5%	-1%	2.9%	1.2%	i	42	28
COC(=O)c1sccc1NC(=O)c1csc2c1CCCC2	-0.1%	-0.4%	4%	0.7%	5%	0.5%	3.1%	i	71*	49*
Cc1cc(C(F)(F)F)cc(NNC(=O)NC(=O)c2c(F)cccc2Cl)n1	x	-0.9%	9%	x	3%	1.6%	x	i	x	x
Cn1ncc(C#N)c1/N=C/N1CCCCCC1	-18%	-0.4%	0%	-1.2%	-1%	0.1%	0.9%	i	4	-1
COC(=O)c1c(NC(=O)c2ccco2)sc2c1CCC2	-9.5%	0.3%	1%	-0.5%	2%	1.9%	4.1%	i	1	-13
N#CCN1C(=S)N=C(Nc2cccc(Cl)c2)C12CCCCC2	-6.7%	-0.2%	13%	-0.9%	-1%	0.2%	-0.7%	i	-19	44
Cc1cc(C)nc(NC(=O)CSc2nn(-c3ccccc3)c(=S)s2)n1	x	0.4%	14%	x	11%	-3.4%	1.9%	i	x	x
Cc1cccc(NC(=O)CNC(=O)c2sc3ccccc3c2Cl)n1	x	x	15%	x	10%	0.7%[50 µM]	2.6%	x	x	x
CCOc1cc(C(=S)N2CCOCC2)ccc1OC(=O)c1cccc(C)c1	x	-0.5%	10%	x	-7%	-0.1%	2.4%	x	x	x
O=C(c1ccc(C(F)(F)F)cc1)N1CCCCC1	-2.8%	0.6%	6%	-3.0%	-4%	0.5%	0.0%	i	4	9
O=C(NC1CCCCCC1)C(=S)N1CCOCC1	-2.1%	0.0%	5%	-1.0%	5%	0.2%	0.3%	i	-17	11

As a short view, some entries already given.
SMILES	XIAP antagonists	West Nile antiviral	Large T inhibition	CSM14.1 death rescue	Dengue-2 NS5 capping	K1F lysis inhibition	RSV antiviral HEp-2	Yfh1-off respiration	WT yeast gro inh	WT yeast gro inh mutant strain	others
Cc1cc(Br)cc(C)c1OCC(=O)NNC(=O)CCC(=O)NCc1ccccc1	0.5%	0.3%	7%	0.5%	-7%	-0.3%	0.7%	i	-8	1
O=C(COC(=O)CC12CC3CC(CC(C3)C1)C2)Nc1ncc(Cl)cc1Cl	-0.7%	0.4%	19%	-1.5%	-1%	2.9%	1.2%	i	42	28
COC(=O)c1sccc1NC(=O)c1csc2c1CCCC2	-0.1%	-0.4%	4%	0.7%	5%	0.5%	3.1%	i	71*	49*
Cc1cc(C(F)(F)F)cc(NNC(=O)NC(=O)c2c(F)cccc2Cl)n1	x	-0.9%	9%	x	3%	1.6%	x	i	x	x

Following part
SMILES	XIAP antagonists	West Nile antiviral	Large T inhibition	CSM14.1 death rescue	Dengue-2 NS5 capping	K1F lysis inhibition	RSV antiviral HEp-2	Yfh1-off respiration	WT yeast gro inh	WT yeast gro inh mutant strain	others
CCc1cccc(NC(=S)N(CCOC)C(C)c2ccco2)c1 (stereo unspecified)	x	0.9%	10%	x	-7%	-0.3%[50 µM]	6.4%	i	x	x
COc1cc(CNC(C)(C)C)cc(Br)c1OCc1cccs1	-2.2%	12%	11%	-3.8%	-1%	1.7%	-1.2%	i	-6	-4
CCOC(=O)c1c(C)[nH]c(N=Nc2cccc(OC)c2)c1C	-8.1%	-0.8%	11%	-1.3%	-3%	0.1%	8.2%	i	67	71
CCc1ccccc1NC(=O)c1cccc(N2C(=O)C3C4CCC(C4)C3C2=O)c1 (stereo unspecified)	-23%	-0.7%	-2%	-0.8%	3%	11%	3.2%	i	18	3
COc1ccc(CC(=O)N2CCc3cc(OC)c(OC)cc3C2)cc1	x	-0.6%	-2%	x	-7%	0.1%	1.2%	x	x	x
CCC(CC)C(=O)NCCCN1CCOCC1	-10%	0.5%	-64%	-0.2%	-10%	-0.6%	2.2%	i	-13	-13
CN1CCN(S(=O)(=O)c2ccc(N(C)Cc3ccc(OC(F)F)cc3)c([N+](=O)[O-])c2)CC1	x	x	4%	x	-1%	1.4%[50 µM]	10%	x	x	x
CC(C)(C)n1ncc2c(=O)n(Cc3c(F)cccc3Cl)cnc21	-8.7%	0.4%	1%	-1.3%	2%	0.5%	-1.4%	i	-1	-10
Cc1cc(N2CCOCC2)nc(SCC(=O)OCc2ccccc2)n1	-5.5%	0.0%	-4%	x	-4%	-0.2%	1.1%	i	5	6
COC(=O)c1ccc(C(=O)OC)c(NC(=O)C2CCCO2)c1 (stereo unspecified)	x	-0.5%	3%	x	x	-0.5%	0.1%	x	x	x
CCOC(=O)c1ccc(NC(=O)CN2C(=O)CNC2=O)cc1	-12%	-0.4%	3%	-1.3%	-7%	-1.5%	0.8%	i	-7	2
CCOC(=O)C1C(=O)NC(c2ccccc2)=NC1c1ccc(Cl)cc1 (stereo unspecified)	-4.2%	-0.2%	3%	-2.7%	-2%	0.6%	1.8%	i	13	17	Dengue-2 NS5 capping pilot replicate=2.7
COC(=O)c1ccccc1NC(=O)NC1CCN(Cc2ccccc2)CC1	3.2%	-0.5%	5%	x	-10%	-2.4%	-0.9%	i	-5	11
COc1ccc(CC(C)Nc2cccc(SC)c2)cc1 (stereo unspecified)	x	0.0%	15%	x	3%	-0.4%	1.5%	x	x	x
Cc1ccsc1/C=N/n1c(-c2ccccn2)n[nH]c1=S	-5.5%	-0.4%	21%	-1.5%	-5%	2.0%[50 µM]	0.2%	i	12	7
COC(=O)C(O)(CC(=O)Nc1ccc(C)c(F)c1)C(F)(F)F (stereo unspecified)	-6.9%	0.9%	4%	1.6%	1%	0.2%	0.5%	i	-38	-28
CCCCC(=O)NC(NC(=S)N1CCOCC1)C(Cl)(Cl)Cl (stereo unspecified)	-3.6%	-0.1%	10%	-2.5%	3%	-0.6%	0.1%	i	4	15
COc1ccc(/C(C)=N/NC(=O)c2ccccc2N)cc1	-2.8%	-0.6%	28%	-0.5%	2%	0.2%	2.4%	i	-15	16
Cc1[nH]c2ccc(C(=O)NC3CCC(C)CC3)cc2c1C (stereo unspecified)	x	0.2%	2%	x	-3%	0.6%	0.6%	x	x	x
COc1ccc(C[C@H]2CN3C(=NC[C@@H]3Cc3ccccc3)N2CCNC(=O)CCC2CCCCC2)cc1	-1.2%	-2.1%	11%	-4.7%	1%	-1.6%	-5.5%	i	5	6
O=C(NCc1ccc2c(c1)OCO2)C1CCCN1C(=O)Nc1cccc(F)c1 (stereo unspecified)	-7.7%	-0.1%	0%	-1.6%	-12%	0.7%	2.2%	i	-2	4
C=CCN(C(=O)CSc1nc2[nH]ncc2c(=O)n1-c1ccccc1OC)c1ccccc1	-1.2%	x	4%	-0.8%	-2%	-1.4%	1.3%	x	-30	-18
NS(=O)(=O)c1ccc(NC(=S)N2CCN(c3ccccc3Cl)CC2)cc1	-1.2%	-1.3%	14%	-2.6%	-8%	2.4%[50 µM]	13%	i	2	17
CCOC(CNC(=O)c1ccc(CNC(=O)c2ccc(OC)c(OC)c2)cc1)OCC	0.4%	-0.2%	21%	0.6%	-5%	0.2%	-0.4%	i	-7	7
S=C(Nc1ccccn1)NC1CCCC1	-5.4%	-0.6%	4%	0.6%	-4%	0.0%	0.4%	i	57	55
CC(C)(C)c1ccc(CN2N=Nc3ccccc3S2(=O)=O)cc1	-2.1%	1.3%	10%	-2.2%	8%	-0.2%	-2.4%	i	-21	-30
COc1cccc(-c2cc(C(=O)N3CCN(S(=O)(=O)c4ccc(Br)cc4)CC3)[nH]n2)c1	x	0.0%	10%	x	-1%	0.3%	5.7%	x	x	x
CCOc1ccc(S(=O)(=O)NCC2CCCO2)cc1 (stereo unspecified)	-2.3%	-0.4%	-1%	-4.2%	-4%	0.0%	0.5%	i	-2	-17
CCOC(=O)c1c(NC(=O)c2cc(CC(C)C)on2)sc(C(C)=O)c1C	-7.2%	1.0%	8%	-2.5%	1%	0.6%	1.4%	i	-7	6
C[C@H](NC(=O)c1nc[nH]c1C(=O)NCC(=O)OC(C)(C)C)c1ccccc1	x	-0.5%	11%	x	-4%	1.1%	1.8%	x	x	x
O=C(CC1C(=O)NCCN1C(=O)Nc1ccccc1)Nc1ccc(F)cc1 (stereo unspecified)	x	0.0%	6%	x	4%	1.3%	-0.1%	i	x	x
COc1cc(/C=N/NC(=O)c2ccc(C)nc2)cc([N+](=O)[O-])c1O	-8.7%	0.6%	-4%	-3.2%	-11%	-1.0%	-0.6%	i	1	-13
COC(=O)CC1COc2ccccc2N1S(=O)(=O)c1ccc(OC)cc1 (stereo unspecified)	x	1.2%	0%	x	-5%	-0.1%	-1.1%	x	x	x
O=S(=O)(c1cccs1)N1CCCc2cccc(O)c21	-10%	-0.9%	3%	-1.1%	-2%	0.2%	3.2%	i	-10	-5
